SV40 large T antigen: TAg ATPase/helicase activity blockers – biochemical (AID 1903). 0.39% of 310,000 active. SV40 large T antigen ATPase/helicase inhibition assay; higher % means a stronger effect. one-dose inhibition, % at 20 µM; IC50 in µM for titrated hits; in the data active = a potency from the dose series; inconclusive = inhibition mostly from about 32% at the one dose, without a potency; inactive = the rest, 99 in 100 with inhibition below about 32%; also: strong numbers were not always called active
PMI inhibitors: inhibitors of human PMI, primary screen, biochemical, fluorescence intensity, coupled assay (AID 1209) | purified PMI enzyme, coupled fluorescence intensity; higher % means a stronger effect | one-dose inhibition, % at 20 µM; IC50 in µM for titrated hits | 0.42% of 190,000 active;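 also: plate controls were DMSO vehicle for no effect and wells lacking substrate for full effect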
PMI inhibition: MPI inhibition at elevated mannose 6-phosphate – biochemical, fluorescence intensity, high mannose 6-phosphate, primary screen (AID 1220) | 0.66% of 190,000 active | one-dose inhibition, % at 20 µM; IC50 in µM for titrated hits | recombinant PMI enzyme, coupled fluorescence intensity; higher % means a stronger effect
West Nile virus CPE: inhibition of WNV-induced cytopathic effect – cell-based, CPE readout (AID 1621). West Nile virus-infected cells, CPE inhibition; higher % means a stronger effect. one-dose CPE inhibition, % at 10 µM; IC50 in µM for titrated hits. 0.02% of 290,000 active; in the data active = a potency from the dose series; inconclusive = CPE inhibition mostly from about 3.7% at the one dose, without a potency; inactive = the rest, 99 in 100 with CPE inhibition below about 2.2%; also: strong numbers were not always called active
RSV antiviral HEp-2: inhibition of RSV-induced cytopathic effect – HEp-2 cells, primary 10 µM value included (AID 2391); one-dose CPE inhibition, % at 10 µM; IC50 in µM for titrated hits; HEp-2 cells, RSV-induced CPE inhibition; higher % means a stronger effect; 0.13% of 310,000 active; in the data active = a potency from the dose series; inconclusive = CPE inhibition mostly from about 23% at the one dose, without a potency; inactive = the rest, 99 in 100 with CPE inhibition below about 21%; also: strong numbers were not always called active
CSM14.1 death rescue: rescue of cells from ER stress-induced death, primary screen, 384-well, CSM14.1, thapsigargin, ATP luminescence (AID 1222) | 190,000 tested, under 10 active | CSM14.1 thapsigargin-induced death rescue, ATP luminescence; higher % means a stronger effect | one-dose cellular ATP content (survival), % at 20 µM; EC50 in µM for titrated hits;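 active = EC50 below 50 µM in the dose-response confirmation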;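 also: death triggered by thapsigargin at about 15 µM added after 2 h compound pretreatment; cell ATP read after overnight thapsigargin exposure of roughly 18 to 22 hours; normalized against plate controls of thapsigargin alone and 5% DMSO vehicle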
PhoP inhibition: PhoP-dependent GFP reporter repression – Salmonella Typhimurium, primary screen (AID 1863); S. Typhimurium PhoP-regulated promoter GFP reporter, 4 h; higher % means a stronger effect; inhibition, % at 50 µM, or IC50 in µM where a hit was titrated; 0.16% of 300,000 active;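 active = inhibition over 29.93%, a cutoff 3 SD above the screen mean, later confirmed by dose response; inconclusive = inhibition over 29.93% but no dose response follow-up; inactive = inhibition at most 29.93% or unconfirmed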;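 also: 0% = low Mg2+ inducing control and 100% = high Mg2+ repressing control; strong numbers were not always called active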
TNAP activation fold: stimulation of alkaline phosphatase TNAP activity – biochemical, luminescent, no phosphate acceptor, uHTS, primary screen (AID 1001); purified TNAP, luminescent activation assay, no phosphate acceptor; higher activation fold means a stronger effect; activation fold at 20 µM; hits with a dose series show EC50 in µM; 0.03% of 200,000 active; in the data active = activation fold from about 3, or a potency from the dose series; inactive = the rest, 99 in 100 with activation fold below about 1.6; also: many of its hits are not listed in these tables
Ins promoter up: MIN6 insulin promoter up-regulation | z-score at 5 µM | 0.3% of 190,000 active | MIN6 insulin promoter-GFP reporter, high-content imaging; active compounds read high;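 active = z-score above 3 at 5 µM with at least 500 cells counted in the well; inconclusive = wells under 500 cells, flagged as cytotoxic or low count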
Ins promoter up cell count: second read-out of Ins promoter up, no call of its own (marks repeat the call); cell count; measured here: cytotoxicity, nuclei count;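 total cells summed across four imaged fields per well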
* = called active by the depositor; ? = inconclusive; . = no result given; & = joins results of further samples. Rule as the data show it, unless noted: active = inhibition above about 50%; inactive = the rest.

molecule | PhoP inhibition | SV40 large T antigen | RSV antiviral HEp-2 | West Nile virus CPE | TNAP activation fold | PMI inhibition | Ins promoter up cell count | Ins promoter up | CSM14.1 death rescue | PMI inhibitors
O=C(c1ccco1)N1CCCC(c2nc3c(nnn3Cc3ccc(F)cc3)c(=O)[nH]2)C1 (centres undefined) | 6% | -6% | -0.6% | 0.2% | . | . | . | . | . | .
COc1cccc(NC(=O)c2ccc(NC(C)=O)cc2)c1 | 1% | 11% | -1.3% | -0.2% | 1.1 | -8% | 860 | -0.05 | -3.0% | -6%
CC(CCc1ccccc1)NC(=O)CNC(=O)c1ccccc1Br (centres undefined) | -4% | 11% | 0.1% | -0.3% | . | . | . | . | . | .
CCC1CCCCN1S(=O)(=O)c1ccc2c(c1)CCN2C(=O)C1CCC1 (centres undefined) | 7% | 7% | 17% | -1.0% | 1.1 | -4% | 1536 | 1.1 | -0.8% | 6%
Cc1ccc(Nc2ncnc3c2nnn3Cc2ccccc2)cc1 | 2% | 6% | 3.3% | 0.0% | . | . | . | . | . | .
O=C(CCNC(=O)c1ccccc1Cl)Nc1cc(S(=O)(=O)N2CCOCC2)ccc1N1CCOCC1 | . | 9% | 0.8% | 0.0% | . | . | 950 | -0.26 | . | .
COc1ccccc1Nc1nn2c(=O)c3ccc(C(=O)N4CCC(C)CC4)cc3nc2s1 | -18% | 17% | 3.1% | 0.0% | . | . | . | . | . | .
NC(=O)c1nsc(C(=O)N(Cc2cccnc2)C(C(=O)NC2CCCCC2)c2ccc(F)cc2)c1N (centres undefined) | 10% | 3% | -0.3% | 0.1% | . | . | . | . | . | .
O=C(CSc1ccccc1)Nc1ccccc1C(=O)N1CCCC1 | -2% | 11% | -0.8% | -0.4% | 1 | 7% | 1624 | 0.34 | -0.8% | 6%
c1ccc(CNCCC(Cc2ccccc2)c2ccco2)cc1 (centres undefined) | 5% | 19% | -0.7% | -0.7% | . | . | . | . | . | .
CCN(CC)S(=O)(=O)c1ccc(N2C(=O)CC2(/C=C/c2ccccc2)C(=O)NC2CCCC2)cc1 (centres undefined) | -6% | 9% | 4.5% | -0.7% | 0.9 | 8% | 1080 | -0.48 | -2.8% | 16%
CCC1(C)Cc2c(sc3nc(SC)nc(NCCN(C)C)c23)CO1 (centres undefined) | -5% | 9% | -2.4% | 1.6% | 1.1 | 15% | 1914 | 0.2 | 0.7% | 14%
COc1ccccc1CN1CCN(S(=O)(=O)c2ccccc2)CC1 | 6% | 19% | 1.9% | -1.0% | 1.1 | 0% | 880 | -0.27 | -3.2% | 4%
Cc1nc2ccccc2nc1OCc1ccccc1 | -4% | 14% | 4.3% | -0.3% | 1.2 | 4% | . | . | 1.7% | 12%
COc1cccc2cc(C(=O)NCc3ccc(Cl)cc3)c(=O)oc12 | -4% | 11% | 1.5% | 0.3% | . | . | . | . | . | .
Cc1ccc(CN2CCN(Cc3cc4ccccc4o3)CC2CCO)cc1 (centres undefined) | 4% | 11% | 0.6% | -0.4% | . | . | . | . | . | .
O=c1oc2c3c4c(cc2c(C(F)(F)F)c1CCN1CCOCC1)CCCN4CCC3 | -35% | 17% | 2.9% | -0.2% | 1.1 | 13% | . | . | . | 9%
CCSc1nnc(NC(NC(=O)c2ccco2)(C(F)(F)F)C(F)(F)F)s1 | 0% | -3% | 1.8% | -0.6% | 1.1 | 0% | 1129 | 0.14 | -1.5% | -3%
N#CCC(=O)N/N=C/c1cn(Cc2ccc(Cl)c(Cl)c2)c2ccccc12 | -12% | 7% | -0.3% | -0.4% | . | . | 1341 | 0.21 | . | .
CCOCCOC(=O)C1=C(C)N(C)C(=O)NC1c1cc(Cl)c(O)c(OC)c1 (centres undefined) | 13% | 28% | 1.4% | -0.1% | 1.1 | 14% | 1572 | 0.47 | -0.2% | 14%
CN(C)CCN(C(=O)c1ccc2c(c1)CCCC2)c1nc2cc3c(cc2s1)OCCO3 | -7% | 5% | 0.5% | -0.5% | . | . | . | . | . | .
COc1ccc(/C=C2\SC(=S)N(C(Cc3ccccc3)C(=O)O)C2=O)cc1 (centres undefined) | 2% | -3% | . | -0.3% | 1 | 3% | 1252 | 0.95 | -1.1% | 6%
CN1C[C@@H]2C[C@@H](C3=Cc4cc(Cl)ccc4OC3)N3CCC[C@@]23C1=O | -7% | 19% | -0.8% | -0.4% | 1.1 | -2% | 1496 | 0.09 | 0.5% | -2%
O=C(CSc1nc2cc(Cl)ccc2o1)N1CCOCC1 | 5% | 0% | 1.1% | -0.3% | 1.1 | 2% | 1193 | 0.47 | . | 6%
Cc1cccc(NC(=S)N(CCCN2CCCC2)Cc2cccn2Cc2ccc(Cl)cc2)c1 | 13% | 3% | 16% | -0.9% | 1.1 | 5% | 964 | -2.4 | 10% | 0%
CC(=O)c1cnn(-c2cc(Oc3ccccc3C)ncn2)c1C | 10% | 2% | 1.9% | -0.1% | 1.1 | -4% | 884 | 1.6 | -4.1% | -4%
COc1ccc(Cn2c(C)c(C)c(C#N)c2NC(=O)Nc2ccccc2)cc1 | -10% | 17% | 2.1% | . | 1.1 | 25% | 1263 | 0.4 | -0.5% | 12%
Cn1c(=O)c2c(nc(NCCO)n2C)n(C)c1=O | -2% | 7% | 1.1% | -0.5% | 1.1 | 14% | 1249 | 0.9 | 0.0% | 13%
Cn1nccc1C(=O)NC1CCCc2c1cnn2-c1ccc(C(C)(C)C)cc1 (centres undefined) | 1% | 12% | 2.6% | 3.1% | . | . | . | . | . | .
CCc1c(C)nc(SCCOc2ccc(OC)cc2)[nH]c1=O | 3% | -6% | 2.2% | 0.1% | 1.2 | -2% | 956 | -0.83 | 0.9% | 0%
NS(=O)(=O)c1ccc(NCCCn2ccnc2)c([N+](=O)[O-])c1 | 9% | 10% | 0.0% | -0.1% | . | . | . | . | . | .
CN1CCN(c2ccc(NC(=O)c3ccc4c(c3)OCO4)cc2)CC1 | -1% | 6% | -0.6% | 0.7% | 1.1 | 2% | . | . | -0.5% | 6%
CCOC(=O)c1c(C)[nH]c(C(=O)OCC(=O)NC2CCS(=O)(=O)C2)c1C (centres undefined) | 4% | 9% | 0.8% | -0.2% | 1.1 | -4% | 1622 | -0.49 | -1.7% | -2%
COC(=O)c1sc2ccccc2c1-n1cccc1C(=O)C(=O)Nc1ccc(OC)cc1 | 3% | -4% | -0.1% | 0.0% | 1 | 8% | . | . | 4.6% | 15%
Cc1oc(-c2ccccc2F)nc1CS(=O)(=O)CC(=O)N1CCN(Cc2ccccc2)CC1 | 2% | 9%&6% | 1.8% | -0.7% | 1.1 | -2% | 1422 | 0.07 | . | 1%
COc1cc2c(cc1OC)CN(C(=O)CN(C)S(=O)(=O)c1ccc(NC(C)=O)cc1)CC2 | 0% | 6% | -0.1% | -0.2% | . | . | . | . | . | .
O=C(C1=C[C@@H](C2CCCCC2)C[C@@H](OCCCCO)O1)N1CCN(Cc2ccccc2)CC1 | -10% | 2% | -0.6% | -0.6% | 1.1 | 3% | 1478 | -0.43 | -0.1% | 0%
O=C(O)CCCCCNC(=O)CCn1nnc2ccccc2c1=O | 2% | 2% | -1.9% | 0.8% | 1.1 | 3% | 1222 | 0.17 | -1.2% | 2%
COc1ccc(CCNC(=O)C2CCC(=O)N(C3CC3)C2)c(OC)c1 (centres undefined) | 6% | 9% | 2.5% | 0.0% | . | . | . | . | . | .
CCCCN(C)C(=S)Nc1ccc2nc3n(c(=O)c2c1)CCCCC3 | 6% | 11% | -1.6% | -0.3% | 1.1 | 7% | . | . | -1.4% | 6%
Cc1cccc(Nc2nnc(SCC(=O)NC3CCCc4ccccc43)s2)c1 (centres undefined) | 31% | -8% | 20% | -0.5% | 1.1 | 11% | 1313 | -0.04 | -0.9% | 19%
O=C(Nc1cccc(Oc2c(F)c(F)c(F)c(F)c2F)c1)N1C[C@@H]2C[C@@H](C1)c1cccc(=O)n1C2 | 7% | 3% | 0.4% | -0.2% | 1.1 | 12% | 1127 | -0.85 | 0.8% | 9%
O=C(c1cc(F)ccc1F)C1CCCN(Cc2cccn2-c2ccccn2)C1 (centres undefined) | -17% | 13% | -0.1% | -1.7% | . | . | 1039 | -0.69 | . | .
COCCn1c(=S)[nH]c2cc(C(=O)NCC3CCCO3)ccc2c1=O (centres undefined) | 3% | 20% | 1.5% | 0.5% | 1 | 3% | 1816 | 0.47 | -2.4% | 6%
CC1CCc2c(c3ccccc3n2C(=O)CCl)C1 (centres undefined) | 1% | 12% | 1.8% | -0.1% | . | . | . | . | . | .
COc1ccc(C2NC(=O)CCC2[N+](=O)[O-])cc1 (centres undefined) | -4% | 5% | 0.7% | -0.3% | . | . | . | . | . | .
CCCOC(=O)c1ccc(Oc2coc3c(CN(CC)CC)c(O)ccc3c2=O)cc1 | 14% | 7% | -0.6% | 2.0% | 1.1 | 16% | 1317 | -0.23 | -0.5% | 8%
COc1ccc(CN2CCCN(C)CC2)c(OC)c1C | 4% | 2% | -0.7% | 0.1% | . | . | . | . | . | .

As entered above:
NS(=O)(=O)c1ccc(NCCCn2ccnc2)c([N+](=O)[O-])c1 @ PhoP inhibition: 9%
CC1CCc2c(c3ccccc3n2C(=O)CCl)C1 (centres undefined) @ West Nile virus CPE: -0.1%
COc1ccc(Cn2c(C)c(C)c(C#N)c2NC(=O)Nc2ccccc2)cc1 @ Ins promoter up cell count: 1263

(continued)
molecule | PhoP inhibition | SV40 large T antigen | RSV antiviral HEp-2 | West Nile virus CPE | TNAP activation fold | PMI inhibition | Ins promoter up cell count | Ins promoter up | CSM14.1 death rescue | PMI inhibitors
O=C(O)C1CC(=O)N(CCOc2ccccc2)C1 (centres undefined) | -7% | 1% | 0.9% | 0.3% | 1.1 | 9% | 1351 | -0.64 | . | 6%
O=[N+]([O-])c1ccc(S(=O)(=O)NNC(=S)NCCc2ccccc2)cc1 | -6% | 30% | 1.0% | -0.7% | . | . | . | . | . | .
CCNC(=O)NC1(C(=O)Nc2ccc3c(c2)OCCO3)CCCCC1 | 15% | -2% | 1.0% | 0.1% | 0.9 | -15% | 1371 | 0.96 | -0.5% | -14%
CCCn1c(SCC(=O)Nc2nnc(C(C)C)s2)nc2c1c(=O)n(C)c(=O)n2C | 10% | 0% | 2.2% | 0.3% | 1.1 | 0% | 1263 | -0.35 | 1.3% | -1%
COc1ccc2[nH]c(=O)c(CN(Cc3ccccc3)C(=S)NCC3CCCO3)cc2c1 (centres undefined) | -4% | 2% | 0.1% | ? | 1 | 14% | 1416 | 1.6 | -0.9% | 21%
COc1ccc(CCNC(=O)CSc2nc3sc(C(=O)O)c(C)c3c(=O)[nH]2)cc1OC | -8% | 10% | 1.4% | 0.0% | . | . | . | . | . | .
